# Source: PubChem (Sanford-Burnham Center for Chemical Genomics)
# Lipid droplet = inhibitors of hepatocyte lipid droplet formation, primary screen, imaging, high-throughput imaging, BODIPY stain | AML12 mouse hepatocytes, oleate lipid droplets | inhibition, % at 6.5 µM | 240,000 tested, 0.4% active;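 active = lipid droplet intensity inhibited by at least 50%, with more than 500 cells counted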
#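 Assay system: AML12 mouse liver cells | Compound: 6.5 µM single-point dosing | Schedule: Overnight exposure | Technique: Fluorescence imaging, 20x objective, two fields per well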
# Lipid droplet cells 6.5 µM = also measured in Lipid droplet; calls as there; cell count; measured here: cell count, cytotoxicity flag;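 cells counted across two imaged fields per well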
# Starred values were filed as active, the others as inactive.
SMILES,Lipid droplet,Lipid droplet cells 6.5 µM
N#CCCOC1(C#CCN2CCCC2)CCCCC1,-3,870
CCOc1ccc(NC(=O)CN2C(=O)CCSc3ccc(S(=O)(=O)N4CCCC4)cc32)cc1,-16,713
CCCCN(C)S(=O)(=O)c1cc2c3c(c1)CCC(=O)N3CCC2,8,733
Cc1ccc(C(=O)N2CCCC(CCC(=O)N3CCN(c4ccccn4)CC3)C2)cc1 (stereo not given),-2,718
COC(=O)[C@H](CCSC)NC(=O)c1cc2c(cn1)[nH]c1ccccc12,10,747
COc1ccc2cc3cc(C(=O)N4CCCCCC4)oc3nc2c1,4,737
CCCCNC(=S)NNC(=O)c1cc(-c2ccncc2)nc2ccccc12,-18,723
CCOc1ccc(CCNC(=O)CCC(=O)N2CCOc3ccccc32)cc1OCC,83*,761*
CC(C)(C)OC(=O)n1cc(/C=N/NC(=O)c2ccco2)c2ccccc21,4,816
C[n+]1ccccc1/C=C1\Sc2ccccc2N1CCO,4,826
COc1cccc(N2CCN(C(=O)c3oc4ccccc4c3NC(=O)CCc3cc(OC)no3)CC2)c1,12,720
CC(Oc1ccc2c3c(c(=O)oc2c1)CCC3)C(=O)NC1CCN(Cc2ccccc2)CC1 (stereo not given),-4,665
Nc1nonc1-n1nnc(C(=O)N/N=C/c2ccc3c(c2)OCO3)c1-c1ccccc1,-4,805
COc1ccc(CNC(=O)CCSCc2cccc(F)c2)cc1,-4,829
COc1ccc2[nH]c(C(=O)O)c(CCN3C(=O)c4ccc(C(=O)O)cc4C3=O)c2c1,10,835
CN1CCN(C(=O)CCCN2C(=O)/C(=C/c3ccccc3)SC2=S)CC1,-8,683
COc1ccccc1CNC(=O)CCC(=O)N1CC(C)Sc2ccccc21 (stereo not given),-11,784
COc1cc(/C=N\NC(=O)c2cccnc2)ccc1OC(=O)c1ccccc1Cl,-1,784
Cc1cc(C)cc(C(=O)NCC(=O)N2CCC3(CC2)NCCc2[nH]cnc23)c1,-3,725
O=C(NCCCN1CCOCC1)c1ccc2c(c1)N(Cc1ccccc1)C(=O)c1ccccc1S2,-8,743
Cc1ccc(C(=O)O)cc1NC(=S)NCCc1ccccc1,2,837
CCc1cccc(NC(=O)Cn2c(=O)c3cccn3c3ccccc32)c1,-5,732
CCn1ccnc1CN(C)C(=O)c1cc(COc2ccccc2SC)on1,-7,818
N#CC1(NC(=O)Cn2cc(C(F)(F)F)cc(Cl)c2=O)CCCCC1,-6,643
O=C1CSc2ccc(S(=O)(=O)NCc3ccc(F)cc3)cc2N1,-1,722
# Continued.
SMILES,Lipid droplet,Lipid droplet cells 6.5 µM
Cc1ccc(-c2nnn(CC(=O)N(c3ccccc3)C(C(=O)NC3CCCC3)c3ccncc3)n2)o1 (stereo not given),4,796
CC(NC(=O)c1ccc(CS(C)(=O)=O)cc1)c1ccc(-n2ccnc2)cc1 (stereo not given),1,869
CCNC(=O)COc1ccc(/C=C2\COc3ccccc3C2=O)cc1OC,-4,896
CCc1nc2ccccc2c(C(=O)Nc2cc(C)ccc2C)c1C,4,834
CN(C)c1ccc(C(CNC(=O)c2ccco2)N2CCCC2)cc1 (stereo not given),-1,646
CCc1c(C)c2ccc(OC(C)C(=O)NC(Cc3c[nH]c4ccc(O)cc34)C(=O)O)c(C)c2oc1=O (stereo not given),-4,783
COc1ccc(CCN(C)C(=O)c2cc(-c3ccccc3)nc3ccccc23)cc1OC,-3,681
CC(C)Cc1nnc(NC(=O)CCc2ccccc2)s1,-5,809
COCCn1nnnc1C(c1ccccc1OC)N1CCN(C(=O)c2ccco2)CC1 (stereo not given),2,868
CSc1nc(=S)n(-c2ccc([N+](=O)[O-])cc2)c(C)c1C(C)=O,0,819
CCOCCn1c(=O)c2c(nc3n2CCCN3Cc2ccccc2)n(C)c1=O,-23,791
CCS(=O)(=O)c1nc(S(=O)(=O)c2ccc(C)cc2)c(N2CCCC2)s1,-18,672
Cc1ccc(CNC(=O)Cn2cnc(S(=O)(=O)N3CCCCC3)c2)o1,-1,730
CCOc1ccc(C(C)=O)cc1COc1cccnc1[N+](=O)[O-],-2,829
Cn1c(CNC(=O)c2ccc(Cl)cc2)nnc1SCC(=O)NC1CCCC1,1,806
N#Cc1ccc(CSc2ncccn2)cc1,-8,797
O=C(NNC(=O)c1ccccc1Br)c1ccc2nc[nH]c2c1,-2,702
CN(CCC1CCOCC1)C(=O)C1CCC(=O)N(CCc2ccc(Cl)cc2)C1 (stereo not given),2,764
CC(CNC(=O)CCC(=O)N1CCOc2ccc(Cl)cc21)c1ccccc1 (stereo not given),-15,787
NC(=O)CC(c1ccccc1)c1ccc2c(c1)OCO2 (stereo not given),-1,860
O=c1nc2ccccn2c2ccc(S(=O)(=O)N3CCCCC3)cc12,4,801
Cc1cc(C)nc(SCC(=O)Nc2ccc3c(c2)OCO3)n1,6,833
COc1ccc(C(=O)Nc2ccnn2C2CCN(C(=O)c3cccnc3)CC2)cc1,7,732
CCc1cccc(C)c1NC(=O)c1cccnc1,4,849
O=[N+]([O-])c1cccc(S(=O)(=O)NC2CC3CCC2C3)c1 (stereo not given),-8,802

# Another view of two compounds above.
molecule: Cc1cc(C)nc(SCC(=O)Nc2ccc3c(c2)OCO3)n1
  Lipid droplet: 6	Lipid droplet cells 6.5 µM: 833
molecule: Cc1ccc(CNC(=O)Cn2cnc(S(=O)(=O)N3CCCCC3)c2)o1
  Lipid droplet: -1	Lipid droplet cells 6.5 µM: 730

# Other compounds follow:
SMILES,Lipid droplet,Lipid droplet cells 6.5 µM
CCOC(=O)c1ccc(N2C(=O)c3cccc4c(C(=O)O)ccc(c34)C2=O)cc1,-8,780
COc1ccc(N(C(C)=O)c2nc3ccccc3[nH]2)cc1,-3,789
CCOC(=O)N/N=C(\C)c1ccc(Oc2ncccn2)cc1,-8,848
Cn1c(=O)n(C)c2cc(NC(=O)CCc3ccccc3)c(Br)cc21,2,808
CCC(CC)NC(=O)C1CC(=O)N(CCc2ccc(F)cc2)C1 (stereo not given),2,839
CCOc1ccc(N(CC(=O)NC2CCCCC2)C(=O)CCC(=O)Nc2cc(C)ccn2)cc1,26,723
CC(C)Cc1cc(C(=O)N2CCCC(C(=O)c3cc(F)ccc3F)C2)no1 (stereo not given),-3,722
Cc1ccc(OCC(=O)NCCNC(=O)c2cnccn2)cc1C,-4,780
CC(=N\NC(=O)c1cc(Br)ccc1O)/C(=N/O)C(=O)Nc1ccccc1,-17,615
COc1ccccc1CNC(=O)C(C)n1nc(C)c2c(C)n(-c3ccccc3)nc2c1=O (stereo not given),1,717
COc1ccccc1CNS(=O)(=O)c1c(C)nc2sccn2c1=O,-2,752
O=C(COc1ccc(Br)cc1Cl)NCCCN1CCOCC1,-8,651
O=C(NNC(=O)c1ccccc1[N+](=O)[O-])c1ccc(NC(=O)c2ccccc2)cc1,-10,638
Cc1ccc(OCC(=O)NCCCNC(=O)c2ccccn2)cc1C,11,762
COC(=O)c1ccc(COc2ccc(F)cc2)o1,61*,813*
COc1ccc(C)cc1NC(=O)C1CCN(S(C)(=O)=O)CC1,-4,812
COc1ccc(-c2noc(CNS(=O)(=O)c3ccc(NC(C)=O)cc3)n2)cc1OC,11,704
O=C(COc1ccc2c(-c3ccccc3)cc(=O)oc2c1)Nc1ccc(CCO)cc1,-8,744
O=C(COc1ccccc1)Nc1cccc(-c2cn3cccnc3n2)c1,4,836
COc1ccc(NC(=O)C(C)N2c3cccc4cccc(c34)S2(=O)=O)c(OC)c1 (stereo not given),0,783
CCOCCCn1c(=S)[nH]c2cc(C(=O)NC3CCCC(C)C3C)ccc2c1=O (stereo not given),9,711
C=CCOc1c(Cl)cc(C(=S)N2CCCC2)cc1OCC,-9,876
CCOC(=O)Cn1c(CN2CCN(C(=O)c3ccco3)CC2)nc2c1c(=O)n(C)c(=O)n2C,-4,694
COCCN1CCN(C(=O)c2cc(COc3ccc(Cl)cc3OC)on2)CC1,-7,728
CCOc1ccc(N(CC(=O)Nc2cc(C)cc(C)c2)S(C)(=O)=O)cc1,-9,816
# Further compounds:
SMILES,Lipid droplet,Lipid droplet cells 6.5 µM
Cc1ccnc(NS(=O)(=O)c2cc(-c3cc(C)no3)ccc2C(C)C)c1,8,762
CC(=O)Oc1ccc(/C(C)=N\N2CCN(Cc3ccc(Cl)cc3)CC2)cc1,-3,814
COCCCNC(=O)CN1C(=O)COc2ccc(S(=O)(=O)N3CCCCCC3)cc21,-16,676
COc1cc(CN(C)Cc2cc(=O)oc3cc(C)c(Cl)cc23)ccc1OC(F)F,-14,727
CC(CNC(=O)c1ccco1)NC(=O)c1ccco1 (stereo not given),-4,818
Cc1nc(N/N=C\c2ccc3c(c2)OCO3)sc1C,-12,763
CC(=O)c1ccc(N(CC(=O)NC2CCCC2)C(=O)CNC(=O)c2ccco2)cc1,12,764
O=c1[nH]c(NCCO)nnc1Cc1ccccc1,13,766
COc1cccc(-c2nc(CS(=O)(=O)CC(=O)NC3CCCCCC3)c(C)o2)c1,-10,783
COC(=O)C1=CN(c2ccc(F)cc2)C=C(C(=O)OC)C1c1cccc([N+](=O)[O-])c1,-1,384
O=C(c1ccc(Cl)c(NC2=NC3CS(=O)(=O)CC3S2)c1)N1CCN(c2ccccc2)CC1 (stereo not given),-11,732
C=CCn1c(N)cc(=O)nc1SC(CC)C(=O)Nc1ccc(C(C)=O)cc1 (stereo not given),-17,683
Cc1cccc(N(C(=O)c2csnn2)C(C(=O)NC2CCCCC2)c2ccccn2)c1C (stereo not given),-2,758
CNC(=O)c1c(NC(=O)c2ccc(S(=O)(=O)N3CCCCC3C)cc2)sc2c1CCN(C)C2 (stereo not given),30,810
Cc1ccc(S(=O)(=O)N(CC(=O)N2CCCCCC2)c2ccccc2F)cc1,-21,770
CC(C)C[C@H]1CN=C(Nc2ccccc2)N1CCC1CCCC1,-9,734
Cc1cc(C)nc(SCC(=O)c2ccc(C)c(C)c2)n1,-22,830
COc1cccc(OCc2cc(C(=O)NC3CCOCC3)no2)c1,0,678
CCOc1ccccc1NC(=O)NCCN1CCCCC1,-1,837
COc1cc(NS(=O)(=O)c2ccc3c(c2)NC(=O)CO3)cc(OC)c1,-1,747
O=C(NCc1ccco1)C(c1ccncc1)N(C(=O)Cn1nnc2ccccc21)c1ccccc1 (stereo not given),0,815
COC(=O)c1cc(S(=O)(=O)NCc2ccccc2)c[nH]1,8,725
Cc1ccccc1CN1CCN(CC2CC2)CC1CCO (stereo not given),4,800
Cc1ccc(O)c(NC(=O)C2CCCN2C(=O)OCc2ccccc2)c1 (stereo not given),-20,722
CC1Sc2ccc(S(=O)(=O)CCC(=O)N(C)Cc3ccco3)cc2NC1=O (stereo not given),-8,772
# (cont.)
SMILES,Lipid droplet,Lipid droplet cells 6.5 µM
CCC(C(=O)NC1CCCC1)n1nc(C)n2c(cc3occc32)c1=O (stereo not given),0,686
N#CCCn1cc(C(=O)Nc2cccc(C(=O)O)c2)c(-c2ccc(Cl)cc2)n1,-4,865
COc1cc2c(cc1OC)CN(CC(=O)Nc1cccc(C(F)(F)F)c1)CC2,4,667
COC(=O)[C@@H](C)NC(=O)c1ccc2oc(CCc3ccccc3)nc2c1,6,794
CCN(C(=O)CCS(=O)(=O)c1cc2c(cc1Cl)NC(=O)CO2)c1ccccc1,-16,677
Cc1cc(C)cc(NC(=O)Cn2nnc(C(=O)NCc3ccc(F)cc3)c2N)c1,27,760
OCCn1nc(-c2ccccc2)cc1-c1ccccc1,-13,799
C#CCOC(=O)CN1C(=O)c2cccc3cccc(c23)C1=O,-7,799
CC(C)c1nnc(NC(=O)CCC(=O)Nc2ccc(Cl)cc2)s1,-7,700
Cc1ccc(OCC(=O)NC(=S)Nc2ccc(S(=O)(=O)Nc3cc(C)on3)cc2)c(Br)c1,-1,839
Cc1cc(C)c(C)c(S(=O)(=O)N2CCN(C(=O)CCc3nc4ccccc4c(=O)[nH]3)CC2)c1C,6,798
CCCc1cc(=O)[nH]c(N2CCN(Cc3ccc4c(c3)OCO4)CC2)n1,-12,697
CC(C)(C)c1ccccc1OCC(=O)Nc1ccccc1C(=O)NCc1cccnc1,-52,763
Cn1c(SCC(=O)Nc2cccc(F)c2)nc2c(c1=O)SCC2,7,671
O=C(c1ccc2c(c1)OCO2)N1CCN(S(=O)(=O)N2CCCCC2)CC1,-23,823
COc1ccc(/C=C/c2nc(S(=O)(=O)c3ccccc3)c(NCCCN(C)C)o2)cc1OC,-7,646
Cc1ccc(COc2ccc(S(=O)(=O)N3CCCC3)cc2C(N)=O)cc1,-1,765
COc1ccc(C(CNC(=O)c2oc3cc(Br)ccc3c2C)N2CCCCC2)cc1 (stereo not given),-2,654

# At a glance, some entries already given.
SMILES,Lipid droplet,Lipid droplet cells 6.5 µM
Cc1ccc(-c2nnn(CC(=O)N(c3ccccc3)C(C(=O)NC3CCCC3)c3ccncc3)n2)o1 (stereo not given),4,796
CC(NC(=O)c1ccc(CS(C)(=O)=O)cc1)c1ccc(-n2ccnc2)cc1 (stereo not given),1,869
CCNC(=O)COc1ccc(/C=C2\COc3ccccc3C2=O)cc1OC,-4,896
CCc1nc2ccccc2c(C(=O)Nc2cc(C)ccc2C)c1C,4,834
CN(C)c1ccc(C(CNC(=O)c2ccco2)N2CCCC2)cc1 (stereo not given),-1,646
CCc1c(C)c2ccc(OC(C)C(=O)NC(Cc3c[nH]c4ccc(O)cc34)C(=O)O)c(C)c2oc1=O (stereo not given),-4,783
COc1ccc(CCN(C)C(=O)c2cc(-c3ccccc3)nc3ccccc23)cc1OC,-3,681
CC(C)Cc1nnc(NC(=O)CCc2ccccc2)s1,-5,809
COCCn1nnnc1C(c1ccccc1OC)N1CCN(C(=O)c2ccco2)CC1 (stereo not given),2,868
CSc1nc(=S)n(-c2ccc([N+](=O)[O-])cc2)c(C)c1C(C)=O,0,819
CCOCCn1c(=O)c2c(nc3n2CCCN3Cc2ccccc2)n(C)c1=O,-23,791
CCS(=O)(=O)c1nc(S(=O)(=O)c2ccc(C)cc2)c(N2CCCC2)s1,-18,672
Cc1ccc(CNC(=O)Cn2cnc(S(=O)(=O)N3CCCCC3)c2)o1,-1,730
CCOc1ccc(C(C)=O)cc1COc1cccnc1[N+](=O)[O-],-2,829
Cn1c(CNC(=O)c2ccc(Cl)cc2)nnc1SCC(=O)NC1CCCC1,1,806

# These rows are one share of the data; rates above refer to the full screens.
